Source: PubChem (several laboratories)
SV40 large T antigen = SV40 large T antigen inhibitors, biochemical (AID 1903) | SV40 large T antigen ATPase/helicase inhibition assay; higher % means a stronger effect | one-dose inhibition, % at 20 µM; IC50 in µM for titrated hits | 310,000 compounds, 0.39% hits; in the data active means a potency from the dose series; inconclusive means inhibition mostly from about 32% at the one dose, without a potency; inactive means the rest, 99 in 100 with inhibition below about 32%; further: strong numbers were not always called active
Myeloid diff 2 = compounds promoting myeloid differentiation; ER-HoxA9 myeloid progenitors, lysozyme-GFP differentiation, flow cytometry; calls only at 10 µM; 360,000 compounds, 1% hits; AID 624256;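 active means normalized GFP-positive differentiation at or above the plate's own cutoff, the solvent-only control mean plus 3 SD; inconclusive means no clear call, values can overlap the other calls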;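 further: cells exposed to compound for four days before flow analysis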
WT yeast gro inh = growth inhibition of WT yeast, mitochondrial fusion screen; inhibition, % at 10 µM; mitochondrial fusion phenotypic screen, WT strain; AID 1362; 190,000 compounds, 2.1% hits; in the data active means inhibition above about 58%; tested in S. cerevisiae
T cell HTS = T cell immune modulators affecting CD8 T cell-vesicle binding. 330,000 compounds, 0.068% hits. AID 2052. 2C CD8+ T cell-vesicle binding, flow cytometry; stronger effect = lower value. calls only at 7 µM;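 active means response, share of CD8 T cells binding vesicles, and their 90th percentile fluorescence all below set limits, cut at about 80% in these data, passing the limit was not always enough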
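System: murine 2C transgenic CD8+ T lymphocytes; also added: QL9-loaded Drosophila micro-vesicles; times: binding 1.5 h at 37 °C; measured by: flow cytometry, PE anti-B7-1 (FL2) versus Alexa647 anti-CD8 (FL8), PFA-fixed; control set: Peptide-free naked vesicles (low) and QL9 vesicles with 0.7% DMSO vehicle (high)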
Rac1 GTP hydrolysis = MgcRacGAP GTPase-activating activity inhibitors, confirmation, biochemical, ADP Hunter fluorescence | MgcRacGAP-stimulated Rac1 GTP hydrolysis, ADP Hunter fluorescence; higher % means a stronger effect; GST-tagged Rac1 F28L mutant substrate | inhibition, % at 30 µM; hits with a dose series show IC50 in µM | 340,000 compounds, 0.6% hits | AID 624330;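 active means first-screen hits whose inhibition reached a set limit at any dose in the follow-up dose series; inconclusive means inhibition above the set first-screen limit but never retested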;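 further: fluorescence reports GDP produced by GAP-driven GTP hydrolysis; strong numbers were not always called active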
bCat nuc transl = beta-catenin nuclear translocation modulation; HeLa beta-catenin nuclear translocation, immunofluorescence imaging; nuclear translocation activity, % at 5 µM; 190,000 compounds, 0.3% hits;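 active means nuclear translocation activity above 50% at 5 µM, with a well cell count of 50 or more; inconclusive means wells under 50 cells across six images, flagged as toxic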;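 further: per-cell ratio of nuclear to cytoplasmic median beta-catenin stain intensity; plate controls were DMSO negative control for no effect and GSK-3 inhibitor IX positive control for full effect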
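assay system = human HeLa cells, endogenous beta-catenin | times = compound treatment 24 h, 37°C, 5% CO2 | detection = Anti-beta-catenin immunofluorescence on PFA-fixed, Triton-permeabilized cells, DAPI nuclei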
West Nile antiviral = West Nile virus antiviral activity, cell-based, CPE readout (AID 1621) | West Nile virus-infected cells, CPE inhibition; higher % means a stronger effect | 290,000 compounds, 0.02% hits | one-dose CPE inhibition, % at 10 µM; IC50 in µM for titrated hits; in the data active means a potency from the dose series; inconclusive means CPE inhibition mostly from about 3.7% at the one dose, without a potency; inactive means the rest, 99 in 100 with CPE inhibition below about 2.2%; further: strong numbers were not always called active
Salmonella PhoP GFP = inhibitors of PhoP regulon expression, primary screen, Salmonella Typhimurium, GFP reporter (AID 1863). inhibition, % at 50 µM; hits with a dose series show IC50 in µM. S. Typhimurium PhoP-regulated promoter GFP reporter, 4 h; higher % means a stronger effect. 300,000 compounds, 0.16% hits;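 active means inhibition over 29.93%, a cutoff 3 SD above the screen mean, later confirmed by dose response; inconclusive means inhibition over 29.93% but no dose response follow-up; inactive means inhibition at most 29.93% or unconfirmed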;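 further: 0% = low Mg2+ inducing control and 100% = high Mg2+ repressing control; strong numbers were not always called active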
RSV CPE inhibition = RSV antiviral activity via CPE protection, HEp-2 cells, primary 10 µM value included (AID 2391); HEp-2 cells, RSV-induced CPE inhibition; higher % means a stronger effect; CPE inhibition, % at 10 µM; hits with a dose series show IC50 in µM; 310,000 compounds, 0.13% hits; in the data active means a potency from the dose series; inconclusive means CPE inhibition mostly from about 23% at the one dose, without a potency; inactive means the rest, 99 in 100 with CPE inhibition below about 21%; further: strong numbers were not always called active
WT yeast gro inh mutant strain = recorded beside WT yeast gro inh, whose call it bears; inhibition, %; mitochondrial fusion phenotypic screen, mutant strain inhibition
bCat nuc transl cell count 5 µM = second read-out of bCat nuc transl, no call of its own (marks repeat the call); cell count; measured here: cell count, cytotoxicity flag
T cell HTS vesicle-bound % = recorded beside T cell HTS, whose call it bears; double positive events, %; measured here: CD8+ vesicle-bound cell fraction;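 binding gate set so that unloaded-vesicle control wells show 10% double positive cells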
Myeloid diff 2 GFP+ MAC1+ % = further read-out of Myeloid diff 2, marked with its call; GFP+ MAC1+ double positive, %; measured here: differentiation confirmed by MAC1 staining
The depositor's hits bear a star; i = inactive; ? = inconclusive; nt = not tested or not shown.

SMILES	SV40 large T antigen	Myeloid diff 2	Myeloid diff 2 GFP+ MAC1+ %	WT yeast gro inh	WT yeast gro inh mutant strain	T cell HTS	T cell HTS vesicle-bound %	Rac1 GTP hydrolysis	bCat nuc transl	bCat nuc transl cell count 5 µM	West Nile antiviral	Salmonella PhoP GFP	RSV CPE inhibition
Cn1c(=O)c2c(SCCN3CCOCC3)nc(C3CCCC3)nc2n(C)c1=O	9%	nt	nt	-31	-13	i	34	0%	-2.3	1080	-0.7%	-16%	0.2%
CC(CCc1ccccc1)NC(=O)CN1CCN(Cc2ccc(Cl)cc2)C1=O (centres undefined)	2%	i	2.7	8	3	i	31	5%	nt	nt	-0.4%	2%	2.1%
Cn1ccnc1SCC(=O)N1CCN(S(=O)(=O)c2ccccc2)CC1	8%	i	0.6	-1	4	i	8	-3%	-6.0	1166	-0.3%	3%	1.1%
Cc1oc(-c2ccccc2Cl)nc1CS(=O)(=O)CC(=O)NCCc1ccccc1	0%	i	2.4	nt	nt	i	22	-2%	nt	nt	-1.1%	nt	0.0%
Cn1c(CO)cnc1SCc1ccccc1	9%	i	1.2	-6	-19	i	17	12%	nt	nt	-0.1%	0%	0.3%
CCN(CC)CCNC(=O)C(=O)Nc1ccc2c(c1)N(S(=O)(=O)c1cccs1)CCC2	9%	i	1.1	nt	nt	i	64	6%	nt	nt	nt	1%	-3.0%
COc1ccc(-c2c(-c3cc(OC)cc(OC)c3)n(C)c3ccc(-c4ccn[nH]4)cc23)cc1	nt	i	0.2	nt	nt	i	31	11%	nt	nt	nt	nt	14%
C/C(Nc1ccc(C)cc1)=C(/C#N)C(N)=O	9%	i	6.4	12	39	i	51	6%	nt	nt	0.5%	-17%	12%
CCOC(=O)c1cc(-c2csc(-c3ccc(C(F)(F)F)cc3)n2)on1	6%	i	0.2	nt	nt	i	22	4%	-2.0	1198	0.4%	-12%	6.8%
O=C1CCC(C(=O)OCc2nnc(-c3ccc(Cl)cc3)o2)=NN1	7%	i	0.4	nt	nt	i	16	3%	nt	nt	nt	3%	-0.7%
O=C(NCC1CCCO1)c1cc2c(s1)CCC2 (centres undefined)	2%	i	0.5	0	2	i	23	6%	-0.1	1058	-0.4%	-3%	2.2%
COc1ccc(-n2nc(C)cc2Nc2ccccc2C(=O)O)cc1	10%	i	1.0	nt	nt	i	28	3%	1.2	1285	0.8%	-6%	-1.7%
COCCn1c(SCC(=O)c2c(-c3ccccc3)n(C)c3ccccc23)nnc1-c1ccncc1	2%	i	0.1	-24	-2	i	36	7%	-0.1	1117	0.0%	-9%	7.4%
O=C(Nc1ccc(Nc2ccccc2)cc1)Nc1ccccc1Cl	12%	i	0.3	nt	nt	i	25	19%	2.1	1371	-2.1%	-1%	4.3%
C=CCn1c(C)nnc1SCC(=O)Nc1oc(C)c2c(C)n[nH]c(=O)c12	18%	i	0.3	nt	nt	i	40	-3%	nt	nt	nt	1%	-1.2%
Cc1cccc(OC(=O)C2C(c3ccccc3)C(C(=O)O)C2c2ccccc2)c1 (centres undefined)	10%	i	1.1	4	6	i	7	-3%	-2.6	931	3.0%	-11%	0.7%
O=C1C2C3CCCC3=C3CCCC3C2C(=O)N1c1ccc(F)cc1 (centres undefined)	15%	i	1.0	11	2	i	36	10%	1.1	801	-0.2%	6%	1.0%
CCSc1cc(N2CCCC2)nc(-c2cccc(C)c2)n1	-1%	i	0.0	37	24	i	20	-1%	0.3	919	0.1%	30%	2.8%
CCOc1cc(C(=O)Nc2ncn[nH]2)cc(OCC)c1OCC	12%	i	0.4	1	6	i	21	6%	0.4	1110	0.8%	-2%	-0.1%
CCC1=NC(c2ccc(OC)cc2OC)N(O)C1(C)C (centres undefined)	15%	i	4.6	6	-5	i	42	10%	-5.7	1165	0.4%	-1%	-0.6%
COc1ccc2c(c1OC)C(=O)N1N=C(c3ccc(Br)cc3)CC21 (centres undefined)	18%	i	1.5	9	12	i	51	12%	-0.5	1030	nt	-1%	4.0%
O=C(O)CNC(=O)c1ccccc1NC(=O)c1ccco1	3%	i	2.3	10	5	i	48	1%	-4.3	1169	0.2%	1%	-0.2%
Cc1[nH]n(C(N)=S)c(=O)c1N=Nc1cccc(C(F)(F)F)c1	27%	i	0.3	nt	nt	i	64	2%	nt	nt	0.8%	10%	?
COc1cccc2cc(C(=O)NCCN3CCOCC3)c(=O)oc12	7%	i	0.2	nt	nt	i	17	9%	nt	nt	-0.7%	1%	2.3%
COc1cccc(-c2nc(CS(=O)CC(=O)NCCc3ccccc3)c(C)o2)c1 (centres undefined)	13%	i	3.0	nt	nt	i	14	6%	nt	nt	-0.6%	-2%	-1.3%
O=C(c1cccs1)N1CCN(C2CCCCC2)CC1	4%	i	0.4	-14	-8	i	47	26%	-6.6	1005	-0.1%	3%	-1.3%
Cc1nn(CCO)c2ncc(C(=O)c3cc(Cl)ccc3O)cc12	3%	i	0.6	nt	nt	i	27	7%	nt	nt	0.5%	-1%	?
COc1cc2c(cc1OC)CN(C(=O)Cn1ccccc1=O)CC2	7%	i	2.2	nt	nt	i	58	-1%	nt	nt	-1.1%	-4%	2.0%
Cc1cccc(NC(=O)c2cc3c(=O)n4ccccc4nc3n(CC(C)C)c2=N)c1	5%	i	6.7	-3	-3	i	18	10%	-1.0	1192	-0.8%	-3%	2.0%
O=C(NC1CCCC1)C(c1ccccn1)N(C(=O)c1csnn1)C1CCCCC1 (centres undefined)	6%	i	0.4	-3	-7	i	32	9%	1.3	1022	-0.3%	-1%	1.0%
O=C(O)CCCN=Cc1c(O)c2ccccc2oc1=O	10%	i	0.2	8	-4	i	66	nt	0.8	1020	-0.2%	4%	-0.1%
O=C1NC(c2ccc(Cl)cc2Cl)Oc2ccccc21 (centres undefined)	6%	i	0.8	nt	nt	i	60	7%	nt	nt	0.8%	-5%	1.6%
Cc1ccc(Cn2nnnc2CN2CCC(O)(c3ccc(F)cc3)CC2)cc1	3%	i	1.6	7	4	i	20	3%	-0.8	812	-0.4%	-2%	0.2%
Cc1cc(C)cc(NC(=O)Cn2nnc(C(=O)NCc3ccc(F)cc3)c2N)c1	-1%	?	nt	nt	nt	i	10	-3%	nt	nt	0.3%	5%	2.2%
O=C1c2ccccc2CN1CCNS(=O)(=O)c1ccc(Cl)cc1	9%	i	0.7	-5	11	i	38	3%	-1.9	1115	0.3%	-5%	2.9%
CC(=O)N1CCN(CC(O)Cn2c3ccccc3c3ccccc32)CC1 (centres undefined)	6%	i	1.1	nt	nt	i	10	12%	nt	nt	-0.1%	-5%	0.4%
COc1ccc(C(O)(CCC(C)C)C(CN2CCOCC2)c2ccccc2)cc1 (centres undefined)	1%	i	0.2	nt	nt	i	43	5%	nt	nt	-1.4%	4%	0.9%
Cc1ccccc1NC(=O)c1ccc(F)c(S(=O)(=O)N2CCCCC2)c1	-2%	i	0.4	8	-12	i	7	10%	-1.0	1088	0.7%	3%	19%
O=S(=O)(c1ccccc1)N1CCN(c2nc3ccccc3s2)CC1	5%	i	1.8	-8	2	i	11	-8%	5.2	916	nt	-8%	0.6%
O=C(Nc1cccc2ncccc12)c1cc2ccccc2o1	4%	i	0.8	-2	-1	i	23	6%	0.7	1143	-0.2%	-5%	-0.7%

Filtered by structure: the compounds so far with a thiophene ring, fused or not (three)
SMILES	SV40 large T antigen	Myeloid diff 2	Myeloid diff 2 GFP+ MAC1+ %	WT yeast gro inh	WT yeast gro inh mutant strain	T cell HTS	T cell HTS vesicle-bound %	Rac1 GTP hydrolysis	bCat nuc transl	bCat nuc transl cell count 5 µM	West Nile antiviral	Salmonella PhoP GFP	RSV CPE inhibition
CCN(CC)CCNC(=O)C(=O)Nc1ccc2c(c1)N(S(=O)(=O)c1cccs1)CCC2	9%	i	1.1	nt	nt	i	64	6%	nt	nt	nt	1%	-3.0%
O=C(NCC1CCCO1)c1cc2c(s1)CCC2 (centres undefined)	2%	i	0.5	0	2	i	23	6%	-0.1	1058	-0.4%	-3%	2.2%
O=C(c1cccs1)N1CCN(C2CCCCC2)CC1	4%	i	0.4	-14	-8	i	47	26%	-6.6	1005	-0.1%	3%	-1.3%

The results go on:
SMILES	SV40 large T antigen	Myeloid diff 2	Myeloid diff 2 GFP+ MAC1+ %	WT yeast gro inh	WT yeast gro inh mutant strain	T cell HTS	T cell HTS vesicle-bound %	Rac1 GTP hydrolysis	bCat nuc transl	bCat nuc transl cell count 5 µM	West Nile antiviral	Salmonella PhoP GFP	RSV CPE inhibition
CCc1ccc2oc(=O)cc(CN3CCN(c4ccc(F)cc4)CC3)c2c1	4%	i	0.8	12	6	i	30	11%	-3.7	664	0.6%	3%	2.7%
COc1ccc(NC(=O)c2c(C)noc2-c2snnc2C)cc1	11%	i	0.7	nt	nt	i	50	1%	-2.9	1094	-0.5%	-11%	2.4%
C=C(C)C1Cc2cc3ccc(=O)oc3cc2O1 (centres undefined)	4%	i	2.2	12	-21	i	37	2%	-0.6	1091	-0.1%	30%	4.9%
Cc1ccc(OCC(=O)O/N=C(\N)Cc2ccc([N+](=O)[O-])cc2)cc1C	13%	i	0.4	nt	nt	i	18	7%	1.0	1298	-0.2%	0%	0.7%
Cc1ccc(CNC(=O)CO/N=C/c2ccc(C(C)(C)C)cc2)cc1	0%	i	0.6	2	0	i	19	-10%	1.5	954	-0.9%	3%	5.7%
O=C(CSc1nnc(-c2ccc([N+](=O)[O-])cc2)o1)Nc1ccccn1	1%	i	0.0	-4	-22	i	48	-3%	3.1	1194	-0.1%	-5%	-1.1%
COCCNc1nc(Cl)c(C#N)s1	8%	i	0.4	-7	9	i	60	0%	0.1	1051	0.0%	4%	0.6%
Cc1ccc(-n2[nH]c(C)c(/C=N/c3ccccn3)c2=O)cc1	-7%	i	7.6	35	32	nt	nt	4%	2.5	1132	-1.0%	-12%	0.6%
CCNC(=O)NC(=O)C(C)Sc1ccc2c(c1)OCCO2 (centres undefined)	11%	i	0.7	-5	-8	i	19	12%	2.0	1201	0.0%	4%	0.4%
O=C(c1cc([N+](=O)[O-])ccc1N1CCN(S(=O)(=O)c2ccc(Cl)c(Cl)c2)CC1)N1CCOCC1	6%	i	0.2	-9	-18	i	40	2%	-0.8	1098	0.8%	7%	2.4%
